Polio RdRp inh: inhibitors of poliovirus RNA polymerase binding and polymerization; poliovirus polymerase elongation, fluorescence polarization; stronger effect = lower value; % elongation, % (compound at 16.7 µg/mL); 0.66% of 150,000 active; in the data active means % elongation below about 90%; further: some results filed as inactive read as strong as hits
Target sequence (P03300 1749-2209 limits assumed): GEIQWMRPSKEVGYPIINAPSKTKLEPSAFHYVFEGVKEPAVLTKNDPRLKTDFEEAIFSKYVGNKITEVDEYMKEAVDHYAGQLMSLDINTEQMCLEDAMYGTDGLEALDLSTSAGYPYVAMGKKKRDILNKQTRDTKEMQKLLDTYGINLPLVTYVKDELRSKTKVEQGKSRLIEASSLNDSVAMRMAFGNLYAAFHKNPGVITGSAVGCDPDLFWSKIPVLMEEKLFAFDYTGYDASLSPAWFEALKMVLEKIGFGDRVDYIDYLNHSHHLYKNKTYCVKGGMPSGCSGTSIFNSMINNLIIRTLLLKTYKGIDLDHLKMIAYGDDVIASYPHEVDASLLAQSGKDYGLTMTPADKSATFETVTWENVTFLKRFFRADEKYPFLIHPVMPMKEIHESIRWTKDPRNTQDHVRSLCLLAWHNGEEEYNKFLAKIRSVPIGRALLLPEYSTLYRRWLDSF
Polio RdRp inh FP z-score: second read-out of Polio RdRp inh, no call of its own (marks repeat the call); z-score; measured here: FP z-score; hits read low
Numbers without * were called inactive.

compound	Polio RdRp inh	Polio RdRp inh FP z-score
NC(=O)C1CC(O)CN1c1ncnc2cc(-c3ccc(F)cc3)sc12 (configuration not stated)	100	0
O=C(O)c1ccccc1C(=O)N1CCCC1	101	-0.3
CCN1C(=O)/C(=C/C=C2\Oc3ccccc3N2CC)SC1=S	107	1.6
COc1ccc(Cn2c(=O)c3cccnc3n(Cc3cccc(F)c3)c2=O)cc1	107	1
OC1(c2ccccc2F)CCN(CCN2CCCCC2)CC1	99	-0.6
CCOC(=O)CSc1nnc(Cc2ccc(Cl)cc2)c(=O)[nH]1	98	-1
CC1(C)CC(C)(O)P(=O)(c2ccccc2)O1 (configuration not stated)	104	0.5
CCc1nc(-c2cc(S(=O)(=O)N3CCN(c4ccccc4)CC3)ccc2OC)no1	111	0.8
CCNC(=O)CC1C(=O)N(c2cccc(OC)c2)C(=O)N1Cc1ccc(OC)c(OC)c1 (configuration not stated)	101	-0.4
COc1cc(/C=C2\SC(=O)N(C)C2=O)ccc1OCC(=O)O	102	0.1
CC1(C)CC2CC(C)(CN2C(=O)Nc2ccccc2)C1 (configuration not stated)	102	0.2
O=C(CN1C(=O)C(c2ccccc2)=NC12CCCC2)Nc1ccccc1	105	1.2
O=C(O)C1CCCN1/C=C/C(=O)C(F)(F)F (configuration not stated)	103	0.1
Cc1nc2c(C(=O)NCc3ccccc3)c[nH]n2c(=O)c1Cl	103	0.6
CSc1ccc(C2c3c(-c4ccccc4O)n[nH]c3C(=O)N2Cc2ccncc2)cc1 (configuration not stated)	100	-1.6
COCC(=O)NC(c1ccccc1)c1ccccc1	100	0
COc1ccc(NS(=O)(=O)c2ccc3oc4ccccc4c3c2)cc1OC	100	-0.1
CSc1[nH]n2c(=O)cc(C)nc2c1S(=O)(=O)c1ccccc1	102	0.2
Cc1nc(C#N)c(Nc2ccccc2)o1	99	-0.7
Cc1ccc(Cl)cc1-n1nnc(-c2nc(-c3ccc4c(c3)OCO4)no2)c1N	103	0.3
O=S(=O)(c1ccc(Cl)cc1)N1CCc2ccccc21	45	-5.4
Cc1cc(C)c2nc(N(Cc3cccnc3)C(=O)c3cccs3)sc2c1	105	-0.3
CC1(C(=O)Nc2cccc(C(F)(F)F)c2)Cc2ccccc2C(=O)O1 (configuration not stated)	108	0.2
CN(C)CCNC(=O)c1ccc2c(c1)N(Cc1ccccc1)C(=O)CS2	96	-2.5
O=C(O)CCc1ccc(-c2ccccc2)n1-c1ccc(C(=O)O)cc1	103	-0.4
O=C(NCc1ccco1)c1cccc2c1C(=O)N(Cc1cccnc1)C2	101	-0.7
CC1CN(C(=O)CCC(=O)N2CCC(C(N)=O)CC2)c2ccccc2O1 (configuration not stated)	100	-0.9
C(=NN1CCN(C2c3ccccc3-c3ccccc32)CC1)c1ccncc1	100	-0.3
Nn1c(CO)nc2ccccc21	105	0.1
COC(=O)c1sccc1NS(=O)(=O)c1ccc(F)cc1F	108	0.6

Filtered by structure: the entries above with an NH in an aromatic ring (4)
compound	Polio RdRp inh	Polio RdRp inh FP z-score
CCOC(=O)CSc1nnc(Cc2ccc(Cl)cc2)c(=O)[nH]1	98	-1
Cc1nc2c(C(=O)NCc3ccccc3)c[nH]n2c(=O)c1Cl	103	0.6
CSc1ccc(C2c3c(-c4ccccc4O)n[nH]c3C(=O)N2Cc2ccncc2)cc1 (configuration not stated)	100	-1.6
CSc1[nH]n2c(=O)cc(C)nc2c1S(=O)(=O)c1ccccc1	102	0.2

More results.
compound	Polio RdRp inh	Polio RdRp inh FP z-score
COc1cccc(C2(c3ccc(O)cc3)CCCC2)c1	101	-0.1
CC1CCN(S(=O)(=O)N2CCCC(C(=O)NCCCN3CCN(Cc4ccccc4)CC3)C2)CC1 (configuration not stated)	99	-0.8
CCOc1ccc(CCNC(=O)c2sc3nc4n(c(=O)c3c2C)CCCC4)cc1OCC	111	1
Cc1ccc2ncc(-c3ccc4c(N)c(C)ccc4n3)cc2c1	17*	-9.2*
CC(C)NC(=S)N1CCN(C/C=C/c2ccccc2)CC1	102	0.4
CN(C)c1ccc(C(CNC(=O)C2CCCCC2)N2CCOCC2)cc1 (configuration not stated)	101	0.4
Cn1ccnc1CSc1ncccc1C(=O)O	104	0.2
CCOc1ccccc1Nc1nc(N)nc(CN(C)C2CCCCC2)n1	105	2
CNC1C2CN3CCC(O2)C13 (configuration not stated)	104	0.1
O=C(O)CC1S/C(=N\N=C2CCCCCCC2)N(c2ccccc2)C1=O (configuration not stated)	102	0.7
N/C(CC(=O)Nc1cccc(C(F)(F)F)c1)=N/O	98	-0.9
COc1cc(/C=C2\C(=O)NC(=O)N(C(C)(C)C)C2=O)cc(OC)c1O	100	-0.1
CN(Cc1ccccc1)S(=O)(=O)c1ccc(CN2C(=O)c3cccnc3C2=O)cc1	103	0.1
CC(C)c1ccc(CN(Cc2ccco2)c2cnc(S(C)(=O)=O)nc2C(=O)Nc2ccccc2)cc1	112	1.1
CN1C(=O)C2C(c3ccc(N(C)C)cc3)NN(Cc3ccccc3)C2C1=O (configuration not stated)	106	0.9
O=S(=O)(NCc1ccccc1Cl)c1ccc(-c2cnc(C3CC3)o2)cc1	106	-0.1
CNC(=O)NC(=O)CSc1nnc(-c2ccccc2)o1	104	0.1
O=C(/C=C/c1cccs1)N1CCCCCC1	100	-0.3
COc1ccc(-c2nc3c(c(SCc4ccc(Br)cc4)n2)Cc2c(CO)cnc(C)c2O3)cc1	110	0.7
O=C(NCCc1nc2ccccc2[nH]1)c1cccs1	99	-0.4
CCOC(=O)C1=C(C)NC(=O)NC1/C=C/c1ccccc1 (configuration not stated)	100	-0.6
CCc1c(C)nc2cc(-c3ccc(Cl)cc3)[nH]n2c1=O	100	-0.5
CN1CCN(Cc2cc(C(C)(C)C)c(O)c(C(C)(C)C)c2)CC1	103	0.4
CC(OC(=O)c1ccncc1)C(=O)NC1CCCC1 (configuration not stated)	112	1.1
Cc1ccc(NC(=O)Cn2cccc2)cc1	99	-1.6
CC(=O)Nc1ccc(/C=N/NC(=O)CN2CCSCC2)cc1	100	0.3
Cc1ccc(NC(=O)CC(c2ccccc2)c2ccccc2)cc1C	101	-0.2
COc1ccc2nc(SC)nc(C)c2c1	104	1
Cc1c(C(=O)N2CCN(S(=O)(=O)c3ccccc3)CC2)oc2ccc(Br)cc12	102	-0.3
O=C(OCc1ccc(F)cc1)c1ccccc1F	99	-0.9
CCN(C(=O)CN1C(=O)COc2ccccc21)c1nc2c(C)cccc2s1	100	-0.6
CCOc1ccccc1-n1nnc(-c2nc(-c3ccccc3C)no2)c1C	109	0.2
O=c1cc(-c2ccccc2)n(-c2ccccc2)cn1	97	-0.5
CCOC(=O)Nc1nc2ccc(OC)cc2s1	102	0.2
O=C(C1=NN(c2ccccc2)C(=O)CC1)N1CCN(c2ncccn2)CC1	92	-1.5
O=C(Nc1ccccc1)N(Cc1ccc(F)cc1)c1ccccn1	111	0.3
CCN(CC)C(=O)c1sc2nc(-c3cccs3)cc(C(F)(F)F)c2c1N	50	-5.5
CC(C)C(=O)Nc1ccc2[nH]c(=O)[nH]c2c1	106	1.7
CCCOc1ccc(CNC(=O)C2CCN(c3nn4c(=O)cc(C)nc4s3)CC2)cc1	112	0.4
COc1ccc(CCNC(=O)c2ccc(Cn3c(=O)c4ccccc4n(Cc4ccccc4Cl)c3=O)cc2)cc1OC	103	-0.8
CCN(CC)C(=O)c1ccc(Nc2nnc(-c3ccc(C)c(S(=O)(=O)NC)c3)c3ccccc23)cc1	102	-0.4
CCCCn1c(=O)c2ccccc2c2ccccc2c1=O	102	0.2
CCCCc1ccc(NC(=O)c2cc3c(=O)n4ccccc4nc3s2)cc1	109	0.7
Cc1ccc(CSCc2ccc(C(=O)O)o2)cc1	98	-0.4
c1ccc(-c2cccs2)cc1	105	1
Cn1cccc1C(=O)Nc1nccs1	111	0.9
O=c1[nH]ccc2nc(N3CCOCC3)ncc12	100	-0.1
COc1ccc(C(=O)OCC(=O)NC23CC4CC(CC(C4)C2)C3)c(O)c1	93	-0.7
O=C(CN1CCN(C/C=C/c2ccccc2)CC1)Nc1ccc2c(c1)OCCCO2	101	-0.1
Cc1cc(C)c2nc(N3CCCC(C(=O)NC4CCCc5ccccc54)C3)sc2c1 (configuration not stated)	103	0.3

Further entries follow:
compound	Polio RdRp inh	Polio RdRp inh FP z-score
COc1ccc(CC(=O)Nc2sc3c(c2C(=O)Nc2ccc(C)cc2)CCCCC3)cc1	89*	-2.4*
O=C(/C=C/c1ccco1)Nc1ccc2oc(-c3ccccc3)nc2c1	98	-0.7
CCOC(=O)c1nn(-c2ccccc2)c2nc(Nc3ccc(C)cc3)cc(=O)n12	123	2.7
OCC1(CO)COC(COc2ccccc2)=N1	103	0.2
c1ccc2sc(SCSc3nnc4sc5ccccc5n34)nc2c1	101	0.2
Cc1cccn2c3c(c(=O)nc12)C(c1cccc(F)c1)CC(=O)N3 (configuration not stated)	101	-0.4
CCOc1cc2[nH]c(=S)n(CCCC(=O)O)c(=O)c2cc1OCC	100	-0.9
O=C(COC(=O)C1CC2C=CC1C2)Nc1ncc(Cl)cc1Cl (configuration not stated)	101	0
CC1=C/C(=N\NC(=S)Nc2cc(C)ccc2C)CC1	110	1.1
Cc1ccc(-c2cnc3ccccc3n2)cc1N	103	0.4
Cc1cc(C)n(-c2ccc(COC(=O)Cc3n[nH]c(=O)c4ccccc34)cc2)n1	103	0.1
CCOC(=O)c1ccc(NC(=O)c2cn3c4c(ccc(Cl)c4c2=O)OC(C)C3)cc1 (configuration not stated)	108	-0.3
CCn1c(C(=O)NC2CCCC2)cc2sc(Cl)cc21	101	0.3
CC(C)c1nc(=S)c2ccccc2[nH]1	103	0.3
CC(C)c1ccc(C(=O)Nc2cc(-c3ccccc3F)nn2-c2ccccc2)cc1	100	-1.9
O=C(NCC(=O)N1CCN(Cc2ccccc2)CC1)c1ccc(Cl)c(Cl)c1	96	-1
CCc1cc(-c2nn(CN3CCOCC3)c(C)c2-c2nc3ccccc3n2C)c(O)c(CN2CCOCC2)c1O	102	0.1
CCC(C)(C(=O)NC1CCCC1)N(C(=O)c1ccccn1)c1ccc(C)cc1 (configuration not stated)	101	0.2
CC1CN(C)C(C)(C)CC1(O)c1ccccc1 (configuration not stated)	101	-0.3
Cc1cc(S(=O)(=O)N2CCC(c3nc4c(nnn4Cc4ccc(F)cc4)c(=O)[nH]3)CC2)ccc1-n1cnnn1	104	1

At a glance, 3 of the compounds above:
compound	Polio RdRp inh	Polio RdRp inh FP z-score
CCc1cc(-c2nn(CN3CCOCC3)c(C)c2-c2nc3ccccc3n2C)c(O)c(CN2CCOCC2)c1O	102	0.1
CCC(C)(C(=O)NC1CCCC1)N(C(=O)c1ccccn1)c1ccc(C)cc1 (configuration not stated)	101	0.2
CC1CN(C)C(C)(C)CC1(O)c1ccccc1 (configuration not stated)	101	-0.3

Next part.
compound	Polio RdRp inh	Polio RdRp inh FP z-score
Cc1ccc(CSCc2ccc(C(=O)NCCc3ccc(Cl)cc3)o2)cc1	109	-0.4
Cc1cc(N2CCCC2)ccc1NC(=O)COc1ccc(Cl)cc1	102	-0.2
CCc1ccccc1N(C)C(=O)c1noc2c1CCCC2	100	-0.4
CCOc1ccc(NC(=O)CC2C(=O)N(c3ccc(C)cc3)C(=O)N2CCC2=CCCCC2)cc1 (configuration not stated)	110	0.6
CCOC(=O)c1c(C)[nH]c(C)c1S(=O)(=O)NCCc1ccccc1	101	-0.2
N#C/C(=C/c1cccs1)C(N)=S	104	0.9
CCN1C(=O)CS/C1=C(\C#N)S(=O)(=O)c1ccccc1	122	5.3
CCc1ccccc1N1CC(c2nc3ccccc3n2CCCCOc2ccccc2)CC1=O (configuration not stated)	63*	-7.7*
c1ccc(CSc2nnc(-c3ccccc3)n2Cc2ccco2)cc1	103	0.2
CCOC(=O)c1cc(C)[nH]c(=O)n1	100	-0.4
Cc1nn(CC(=O)c2ccc3c(c2)OCCO3)c(=O)c(C#N)c1C	107	1
COc1cc(C=C(C#N)C#N)ccc1OC(=O)c1ccco1	99	-0.8
CCN(Cc1ccncc1)Cn1nc(-c2ccncc2)n(CCOC)c1=S	100	0
Cn1c(=O)c2c(ncn2CCC(=O)NCCc2ccc(F)cc2)n(C)c1=O	102	0
CCc1ccc(NC(=O)c2ccc(F)c(S(=O)(=O)N3CCC4(CC3)OCCO4)c2)cc1	110	0.5
Nc1cccc2c1C(=O)N(C(=O)c1ccc3c(c1)S(=O)(=O)N=C1CCCCCN13)C2=O	58*	-6.7*
CCOC(=O)c1sc2nc(CN3CCOCC3)nc(NCC3COc4ccccc4O3)c2c1C (configuration not stated)	109	1
Cn1c(=NC(=O)C2CCCCC2)sc2cc(F)ccc21	99	-0.5
Cn1ncc2c(N3CCCCC3)nc(N3CCCC3)nc21	101	-0.6
COc1ccccc1N1CCN(CCCNC(=O)Cn2ncc3c([nH]c4ccccc43)c2=O)CC1	111	0.9
CCOc1ccc(NC(=O)NCCCN2CCN(c3ccc(F)cc3)CC2)cc1	107	-0.4
Cc1ccc(CNS(=O)(=O)c2c(C)nc3scc(C)n3c2=O)cc1	99	-1.7
COc1cccc(-c2cc(C(=O)Nc3cnn(Cc4ccc(Cl)cc4Cl)c3)no2)c1	108	0.8
CC(C)CNC(=O)C1CCN(C(=O)c2ccc(F)cc2)CC1	100	-0.2
CCC(=O)N1c2ccc(S(=O)(=O)CCC(=O)NCc3cccc(OC)c3)cc2CC1C (configuration not stated)	114	1.4
CCC(=O)N1CCc2cc(S(=O)(=O)NC(CC(C)C)C(=O)Nc3cc(C)ccc3C)ccc21 (configuration not stated)	102	0.2
COc1ccccc1-c1nnc(C2CCN(C(=O)c3ccc(C)cc3)CC2)o1	107	0.3

Screens (PubChem BioAssay)

Not all compounds are listed, so the mix of outcomes need not match the whole.
